Screening results as filed in PubChem.
GAA glycogen: qHTS Assay for Inhibitors and Activators of Human alpha-Glucosidase Cleavage of Glycogen; recombinant GAA, glycogen substrate, Amplex Red glucose oxidase fluorescence; Potency, µM (doses to about 76.4 µM), without a hit: top-dose activity change, negative = inhibition, hits mostly inhibitors; Lysosomal alpha-glucosidase (Homo sapiens), P10253; AID 2100, 2009; actives 0.38% (n = 300,000); active = well fitted inhibition curve with a large enough effect; inconclusive = small, poorly fitted or top-dose-only effect, or another doubt; inactive = no such curve, though single readings can be large or run the other way;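 also: 0% = full enzyme reaction and -100% = no-enzyme basal signal; the screen sought inhibitors and activators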
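qHTS, 1536-well; enzyme 4 nM final; cpd up to 77 uM; substrate bovine liver glycogen 30 ug; 50 mM citrate/phosphate pH 5.0, 0.01% Tween-20; 37 C, 40 min; Amplex Red detection 45 min RT; Hill fit → AC50.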
* = called active by the depositor; ? = inconclusive; & = joins results of further samples; [ ] = remark or other dose. Potency is read from the fitted curve at half-maximal effect. These rows are one share of the data (hit frequency here may not be typical).

GAA glycogen | structure
10.6%[76.3 µM] | CCN1C(=NCc2ccccc2)N[C@@H](c2ccccc2)[C@H](C(=O)OC)[C@H]1C
1.4% | OC(CCc1cccc(Cl)c1)c1cccs1 (stereo not drawn)
1.0% | COc1cc(NC(=O)c2cccc(C)c2)ccc1NC(=O)c1cc2ccccc2o1
5.7% | Cc1ccccc1Nc1ccc2nonc2c1[N+](=O)[O-]
11.8% | COCCNC(=O)CN(Cc1ccc(F)cc1)C(=O)CCC(=O)Nc1nccs1
-3.8% | Cc1ccc(S(=O)(=O)N2CCN(C(=O)CC(C)n3cncn3)CC2)cc1 (stereo not drawn)
-4.8%[76.3 µM] | Cc1cc(C(=O)NCc2csc(-c3ccccc3)n2)no1
4.6% | O=C(CN1CCCC1)Nc1nc(-c2ccc3c(c2)CCN3C(=O)c2ccccc2F)cs1
-7.9%[76.3 µM] | COc1ccc(Nc2ccc([N+](=O)[O-])cn2)cc1
? | CC(=O)c1cccc(Nc2nc(-c3sc(N)nc3C)cs2)c1
9.9% | Cc1ccccc1C(=O)NC(C)C1CC2CCC1C2 (stereo not drawn)
-6.2% | O=C(CNCc1ccc(Cl)cc1)Nc1ccc(C(=O)N2CCCCC2)cc1
-0.7%[76.3 µM] | Cc1ccccc1OC(C)C(=O)Nc1cccnc1 (stereo not drawn)
0.7% | CC1=CCC2C(=O)N(c3cccc(C(=O)NCc4ccccc4)c3)C(=O)C2C1 (stereo not drawn)
-3.6%[76.3 µM] | COC(=O)c1ccc(C(=O)N2CCCC(N3CCN(c4ccc(F)cc4)CC3)C2)nc1 (stereo not drawn)
-0.8% | O=C(NCC(=O)N1CCCC1)c1ccc(Br)cc1
0.8% | COc1ccc(CNC(=O)C2CCC(CNS(=O)(=O)c3ccccc3)CC2)cc1 (stereo not drawn)
7.0% | COC(=O)c1ccc(Nc2c([N+](=O)[O-])ccc3nonc23)cc1
1.5% | O=C(O)CN1C(=O)/C(=C\c2cn(-c3ccccc3)nc2-c2ccccc2)SC1=S
-5.6% | COc1ccc2c(-c3ccccc3)cc(=S)[nH]c2c1
0.4%[76.3 µM] | Cc1ccc(/C=C/C(=O)NCCc2ccccc2)o1
5.9%[76.3 µM] | COc1ccc(C(=O)CCC(=O)Nc2ccc(Cl)cc2)cc1
-9.7%[76.3 µM] | Cc1ccc(C)c(-c2csc(-c3cccnc3)n2)c1
-11.3%[76.3 µM] | CC(NC(=O)COC(=O)C1CCN(c2ccc(C(F)(F)F)cn2)CC1)c1ccc(Br)cc1 (stereo not drawn)
-3.6%[76.3 µM] | CC1(C)Cc2c(cnn2-c2ccccc2)C(NC(=O)CCCN2CCCC2=O)C1 (stereo not drawn)
-19.4%[76.3 µM] | CCOc1cccc(C2/C(=C(/O)c3ccc4c(c3)CC(C)O4)C(=O)C(=O)N2Cc2ccncc2)c1 (stereo not drawn)
-0.1%[76.3 µM] | CCN1CCN(C2CCCCC2NS(=O)(=O)c2ccccc2)CC1 (stereo not drawn)
-4.8% | COc1ccc(-c2cn[nH]c2-c2ccc(OC)cc2)cc1
-9.9%[76.3 µM] | CCC1CCCCN1CCCNC(=O)c1ccc(N2CCCC2=O)cc1 (stereo not drawn)
-4.8% | COc1cc(NC(=O)c2cc(OC)c(OC)c(OC)c2)cc(-n2cnnn2)c1

Molecules listed so far that have a Cl atom (3):
GAA glycogen | structure
1.4% | OC(CCc1cccc(Cl)c1)c1cccs1 (stereo not drawn)
-6.2% | O=C(CNCc1ccc(Cl)cc1)Nc1ccc(C(=O)N2CCCCC2)cc1
5.9%[76.3 µM] | COc1ccc(C(=O)CCC(=O)Nc2ccc(Cl)cc2)cc1

Later entries
GAA glycogen | structure
3.1%[76.3 µM] | Cn1c(SCc2ccccc2Cl)nc2c1c(=O)[nH]c(=O)n2C
12.5%[76.3 µM] | CCN1C(=O)[C@H]2[C@@H](c3ccc(C)cc3)N3C(=O)N(c4ccccc4)C(=O)[C@@]3(C)[C@H]2C1=O
1.3%[76.3 µM] | O=C(N/C(=C\c1ccc([N+](=O)[O-])cc1)C(=O)N1CCCCC1)c1ccco1
-1.4%[76.3 µM] | CCN(C(=O)c1ccco1)c1nc(-c2ccc(OC)cc2)cs1
0.5%[76.3 µM] | Cc1cccc(NC(=O)CNC(=O)c2ccccc2Cl)n1
6.6%[76.3 µM] | O=C(CNC(=O)c1ccc(Cl)cc1Cl)OCC(=O)N1CCN(c2ccccc2)CC1
-4.1%[76.3 µM] | CC(=O)N1CCSc2ccc(S(=O)(=O)NCc3ccccc3)cc21
6.8% | Cc1cccc(C(C(=O)NC2CCCC2)N(Cc2cccnc2)C(=O)c2csnn2)c1 (stereo not drawn)
-6.0%[76.3 µM] | Cc1cccc(CN2CCOCCS2(=O)=O)c1
-5.8%[76.3 µM] | CCN(CCn1cccn1)C(=O)c1cccc(OC2CCN(S(C)(=O)=O)CC2)c1
2.5% | CCOC(=O)N1CCN(CC(O)COc2cc(C)cc(C)c2)CC1 (stereo not drawn)
2.1%[76.3 µM] | COc1ccc(CNC(=O)c2cc3ccccc3o2)cc1OC
2.1% | COc1cc(/C=C2\SC(=S)N(CCC(=O)NC3CCCC3)C2=O)cc(OC)c1OC
4.4% | O=C(O)CN1C(=O)C(=O)N(Cc2ccc(Cl)cc2Cl)C1=O
6.0%[76.3 µM] | COc1cc(F)ccc1S(=O)(=O)n1c(C)nc2ccccc21
2.2% | O=c1[nH]c2ccccc2cc1CN(Cc1ccco1)S(=O)(=O)c1ccccc1
-3.5% | CC(C)Oc1ccc(C(=O)/C=C2/C(=O)Nc3ccccc32)cc1
6.1%[76.3 µM] | O=C(COc1ccc(S(=O)(=O)N2CCOCC2)cc1Cl)NCc1ccco1
1.4%[76.3 µM] | CCN(CC)CCCNC(=O)c1cn(CC)c2ccc(S(=O)(=O)N(C)C3CCCCC3)cc2c1=O
-2.3%[76.3 µM] | O=C(c1cc(C2CC2)on1)N1CCCC(N2CCN(c3cccc(C(F)(F)F)c3)CC2)C1 (stereo not drawn)
5.7%[76.3 µM] | CC(NC(=O)C(C)N1C(=O)c2ccccc2C1=O)c1ccccc1 (stereo not drawn)
-0.9% | O=C1CC(c2ccccc2)Oc2cc(O)ccc21 (stereo not drawn)
-17.5%[76.3 µM] | CC(=O)N1c2ccc(S(=O)(=O)N3CCC(C(=O)N4CCN(c5ccccc5)CC4)CC3)cc2CC1C (stereo not drawn)
-8.2%[76.3 µM] | CCOC(=O)N1CCC(NC(=O)c2ccc3c(c2)N=C(CC)c2cc(C)ccc2S3)CC1
-3.1% | COc1ccc(-c2nc3cc(C)ccn3c2NC(=O)c2c(F)cccc2Cl)cc1
2.6%[76.3 µM] | C[C@@H]1C=CC(=O)O[C@@H]1c1ccc(C(F)(F)F)cc1
4.6%[76.3 µM] | O=C1NC(=O)/C(=C/c2ccc(-c3cc(C(=O)O)ccc3Cl)o2)S1
-10.9%[76.3 µM] | COc1ccc(N2CCN(C(=O)c3cc(-c4cc(OC)ccc4OC)nc4ccccc34)CC2)cc1
2.0%[76.3 µM] | CC1CCC(NC(=O)c2nn(C)c3c2CSc2ccccc2-3)CC1 (stereo not drawn)
-3.3%[76.3 µM] | COc1ccccc1CNC(=O)C1CCCN(S(=O)(=O)c2ccc3c(c2)CC(C)N3C(C)=O)C1 (stereo not drawn)

Among those listed so far, two contain bromine:
GAA glycogen | structure
-0.8% | O=C(NCC(=O)N1CCCC1)c1ccc(Br)cc1
-11.3%[76.3 µM] | CC(NC(=O)COC(=O)C1CCN(c2ccc(C(F)(F)F)cn2)CC1)c1ccc(Br)cc1 (stereo not drawn)

(cont.)
GAA glycogen | structure
-15.9%[76.3 µM] | CN(C)c1cc[n+](CC(=O)Nc2ccc(Cl)c([N+](=O)[O-])c2)cc1
-3.5%[76.3 µM] | CCOC(=O)c1c(C)n(C)c2c1cc(OC(C)=O)c1ccccc12
0.9%[76.3 µM] | COc1cc2c(cc1OC)C(c1ccc([N+](=O)[O-])cc1)NCC2 (stereo not drawn)
-6.6%[76.3 µM] | Cc1onc(-c2ccccc2Cl)c1C(=O)N1CCN(S(=O)(=O)c2ccc(F)c(F)c2)CC1
-5.1%[76.3 µM] | O=C(CSc1nnc(CNC(=O)c2ccccc2)o1)NCC1CCCO1 (stereo not drawn)
1.5%[76.3 µM] | CCN(C(=O)c1ccc2c(=O)n3c(nc2c1)CCCCC3)c1ccccc1C
-3.2% | Cc1nc(-c2cc(-c3ccc(Cl)cc3)no2)cs1
1.4% | Cc1cccc(/C=N/NC(=O)c2ccc(NC(=O)c3ccc(F)cc3)cc2)n1
0.3%[76.3 µM] | CSc1ccccc1OCc1cc(C(=O)NCc2cnc(C)cn2)no1
2.1%[76.3 µM] | COCCNC(=O)c1cc(-c2ccc(-c3ccccc3)cc2)nc2ccccc12
4.5% | O=C(CN(C(=O)c1csnn1)c1cccc(Cl)c1)NC1CCCCC1
-17.3%[76.3 µM] | C/C(=N/NC(=O)c1ccc(Br)o1)c1cccc(NC(=O)c2ccc(F)cc2)c1
0.6%[76.3 µM] | Cc1ccc(C(=O)N2CCOCC2)cc1S(=O)(=O)N1CCCC1
1.8% | COc1ccc(-c2nc3ccccc3c(=O)n2CC(C)C)cc1
1.1%[76.3 µM] | Cc1ccc(C)c(NC(=S)N2CCCC2)c1
-1.7%[76.3 µM] | COc1ccccc1NS(=O)(=O)c1ccc(C(=O)N2CCCC(C)C2)cc1 (stereo not drawn)
3.5%[76.3 µM] | CCc1nnc(NC(=O)CCC(=O)Nc2ccc(C)cc2)s1
1.1% | CC(Cc1ccco1)NC(=O)c1ccc(C(F)(F)F)cc1 (stereo not drawn)
2.8% | CCC(=O)Nc1ccc2c(c1)nc(CCN1CCC(C)CC1)n2C
-11.0%[76.3 µM] | Cn1cc(Br)c(C(=O)N/N=C/c2cc3ccccc3nc2Cl)n1
-11.8%[76.3 µM] | COc1ccccc1/C=C/CN1CCC(n2nccc2NC(=O)C2CC2)CC1
-8.5%[76.3 µM] | CCOc1ccc(NC(=O)CCc2ccc(C)o2)cc1
6.0%[76.3 µM] | Cc1ccc(CNC(=O)C(=O)c2cn(CC(=O)N3CCCC3)c3ccccc23)cc1
3.1% | Cc1cc2nc3c(=O)[nH]c(=S)[nH]c3nc2cc1NC(=O)C(F)(F)F
5.1%[76.3 µM] | CCOc1ccccc1NC(=O)NC(C)c1ccc2c(c1)OCO2 (stereo not drawn)
2.0% | COc1ccc(-n2nc(C)c3c(=O)c4c([nH]c32)CCCC4)cc1
-8.2%[76.3 µM] | CCCc1cc(=O)oc2c(C)c(OCC(=O)NCCCN3CCOCC3)ccc12
-4.2% | O=C(C1=C(O)C(=O)N(CC2CCCO2)C1c1ccc(Cl)cc1)c1ccco1 (stereo not drawn)
-10.2%[76.3 µM] | Cc1ccc(NC(=S)N2CCN(S(=O)(=O)c3ccc(F)cc3)CC2)cc1
-18.4%[76.3 µM] | CC(C)(O)c1[nH]c2ccc(C(F)(F)F)cc2c1C(C)(C)O

Going on with the list.
GAA glycogen | structure
-1.4% | O=C(O)c1ccccc1C(=O)NC1CCCc2ccccc21 (stereo not drawn)
-11.1% | O=C(Nc1ccc(NC(=O)c2ccc(Cl)cc2Cl)cc1)c1cccs1
0.3%[76.3 µM] | COc1ccc(-n2nc3c(c2NC(=O)CCl)CSC3)cc1
-3.8%&-17.6%[76.3 µM] | CCN1C(=S)N[C@@H](c2cccc(F)c2)C(C(=O)OC)=C1C
4.3%[76.3 µM] | Cc1cc(NC(=O)c2cc(-c3ccccn3)nc3ccc(Br)cc23)no1
-16.8% | COc1cc2c(cc1OC)CN(C(=O)COc1ccccc1C#N)CC2
2.8%[76.3 µM] | COCc1ccc(C(=O)N2CCCC(N(C)Cc3ccccc3)C2)s1 (stereo not drawn)
-2.5%[76.3 µM] | Cc1ccc(OC(C)C(=O)Nc2ccc(S(=O)(=O)Nc3nccs3)cc2)cc1 (stereo not drawn)
3.3%[76.3 µM] | CCOc1ccc(NS(=O)(=O)c2ccc(NC(=O)C3CC3)cc2)cc1
1.6% | COCCCNc1nnc(Cc2ccc(Cl)cc2)c(=O)[nH]1
-10.1%[76.3 µM] | COc1ccc(-c2cc(C(=O)N(C)Cc3ccccc3)c3ccccc3n2)cc1
3.6% | CC1N(C(=O)N(C)C)CCN1S(=O)(=O)c1ccccc1 (stereo not drawn)
-8.8%[76.3 µM] | C/C(=N\NC(=O)c1ccc(O)cc1)c1ccc(NC(=O)Cc2ccccc2)cc1
2.2% | COc1ccccc1NC(=O)CCn1c(=S)oc2ccccc21
-2.6%[76.3 µM] | Cc1ccc(C(C)C)c(OCC(=O)NS(=O)(=O)c2ccc(Cl)cc2)c1
-0.5% | Cc1ccc(S(=O)(=O)N2CCN(C(=O)NCc3ccc(F)cc3)CC2)c(C)c1
1.7%[76.3 µM] | Cc1ccc(-n2ncc3c2CC(C)(C)CC3NC(=O)CCc2cccnc2)cc1 (stereo not drawn)
-16.8%[76.3 µM] | CCOC(=O)c1cc(S(=O)(=O)N2CCC(C)CC2)cn1C

Random excerpt: 3 records from the list, in no set order.
GAA glycogen | structure
1.1% | CC(Cc1ccco1)NC(=O)c1ccc(C(F)(F)F)cc1 (stereo not drawn)
1.4%[76.3 µM] | CCN(CC)CCCNC(=O)c1cn(CC)c2ccc(S(=O)(=O)N(C)C3CCCCC3)cc2c1=O
1.4% | Cc1cccc(/C=N/NC(=O)c2ccc(NC(=O)c3ccc(F)cc3)cc2)n1
